Growth percent in the NCI-60 one-dose screen (48 h, 10 µM unless noted): 100 = growth as untreated, 0 = no growth, -100 = all killed.
HL-60(TB) – HL-60(TB) leukemia cells. 78,000 tested, 9% active. AID 1794776; active = growth percent below 10
Active calls of the source: *; & = joins results of further samples. A portion of the library; count on the stated rates, not on these rows.

SMILES	HL-60(TB)
CCN(CC)c1ccc(NC(C)=O)c(C)c1	109
O=c1c2ccccc2c2ccccc2c(=O)n1-c1ccc([N+](=O)[O-])cc1[N+](=O)[O-]	107
C#CCOc1ccc2ncnc(Nc3ccc(NC(=O)C=C)cc3)c2c1	-52*
Cn1c(N2N=C(c3ccccc3)CC2c2ccc(Cl)cc2)nc(-c2ccccc2)c(C#N)c1=O (stereo unspecified)	94
CCOC(=O)CC1C(CNC(=O)NC)OC(n2cnc3c(NC(=O)Nc4ccccc4)ncnc32)C1O[Si](C)(C)C(C)(C)C (stereo unspecified)	44
COc1ccc2sc(N(Cc3cccnc3)C(=O)c3ccc(C#N)cc3)nc2c1	63
CCCCOP(=S)(N1CC1)N1CC1	106
CCN1CCN(c2nc(C)cc(N(CCNc3ccnc4cc(Cl)ccc34)Cc3ccc4c(c3)OCO4)n2)CC1	-58*
COc1ccc(C(=O)CSc2nc(Nc3cccc(S(N)(=O)=O)c3)c(C#N)c(-c3cc(OC)ccc3OC)n2)cc1	101
O=C(NN=C1CCCCC1)c1ccc([N+](=O)[O-])cc1	100
O=C(Nc1nncs1)c1ccncc1	92
CCN(CC)CC(O)CN1CCN(c2cccc(Cl)c2)CC1 (stereo unspecified)	108
CN(C)CCc1ccccc1	91
COc1ccc(OC)c(-c2nc(SCC(=O)c3ccc(F)cc3)[nH]c(=O)c2C#N)c1	93
O=[N+]([O-])c1cccc([As]=[As]c2cccc([N+](=O)[O-])c2)c1 (stereo unspecified)	-57*
NS(=O)(=O)c1ccc(CCn2c(SCC(=O)N/N=C/c3ccc(F)cc3)nc3ccccc3c2=O)cc1	63
c1ccc(-c2c3c(cn2CCN2CCCCC2)-c2oncc2CC3)cc1	97
CC1(C)C=Cc2cc(/C(N)=N/C(N)=N/c3nc4ccccc4s3)ccc2O1	73
CS(=O)(=O)c1ccc(C(=O)N2N=C(c3ccc(F)cc3)CC2c2ccccc2)cc1 (stereo unspecified)	43
Cc1ccc(-n2c(SCC(=O)Nc3ccc(-c4nc5ccc([N+](=O)[O-])cc5[nH]4)cc3)nc3ccccc3c2=O)cc1	94
O=C(CSc1nc(-c2ccccc2)cn1-c1ccc(Cl)cc1)c1ccc([N+](=O)[O-])cc1	96
CN(C)CCCN1CC2CCCCC2C1 (stereo unspecified)	98
CCOc1cc(C(C)(C)C)ccc1C1=N[C@H](c2ccc(Cl)cc2)[C@H](c2ccc(Cl)cc2)N1C(=O)N1CCN(CC#Cc2cccc3c2CN([C@@H]2CCC(=O)NC2=O)C3=O)CC1	-21*
Cc1nc2sc3c(=O)[nH]c(C(F)(F)F)nc3c2c(C)c1Br	95
O=C(CN1C(=O)S/C(=C\C(Cl)=C\c2ccccc2)C1=O)NCCCn1ccnc1	-4.8*
CC1(C)[C@H]2C[C@]34CCCN3C(=O)[C@@]2(C[C@@]12Nc1ccccc1C2=O)NC4=O	100
Cc1ccc(-c2ccnc3c(C#N)c(Nc4ccccc4)nn23)cc1	103
Cc1ccc(NCC(=O)Cn2cc(COc3ccc(C=Nc4cnc5ccccc5c4)cc3)nn2)cc1C	101
c1cnc2c(c1)CN[C@@H](CN(CCCC1CCNCC1)[C@H]1CCCc3cccnc31)C2	91
Cc1cc2nc3c4cc(Cl)ccc4n(CC(=O)O)c3nc2cc1C	107
O=C(NCCc1ccccc1)Nc1ccc2cc3ccc(NC(=O)NCCc4ccccc4)cc3nc2c1	-47*
C=C1c2c(C)nn(-c3cccc(Cl)c3)c2N(C)C23C[C@H]1C1(C)c4c(C)nn(-c5cccc(Cl)c5)c4N(C)C(C)(C[C@H]12)C3 (stereo partly specified)	108
COc1ccc(N2CCN(CCC3=C(C)NC4SC(c5ccc(Cl)cc5)=NN4C3=O)CC2)cc1 (stereo unspecified)	122
Cc1ccc2nc3sc(C(=O)Nc4ccc(C(=O)/C=C/c5ccc(Cl)cc5)cc4)cc3cc2c1	95
CCN(CC)CCCC(C)N/C(c1cccc(OC)c1)=c1\c(=O)[nH]n(-c2c3ccccc3nc3ccccc23)c(=O)\c1=C(/NC(C)CCCN(CC)CC)c1cccc(OC)c1 (stereo unspecified)	-44*
CCOc1ccc(Cc2nc3cc(C(=O)N(CC)CC)ccc3n2CC2CCCCC2)cc1	95
COc1ccc(/C=C/C(=O)n2nnnc2-c2ccccc2)cc1	80
O=C1OCC2=C1C(c1ccc(Cl)c(Cl)c1)c1cc3c(cc1N2CCO)OCCO3 (stereo unspecified)	-19*
Oc1ccccc1C=Nc1cccc(C(F)(F)F)c1	98
CCOC(=O)CC(C(C)=O)C(=O)Nc1ccccc1 (stereo unspecified)	95
Cc1nn2c(-c3nc4ccc(Cl)cc4[nH]3)c(-c3ccc(F)cc3)nc2s1	117
N#C/C(=N\Nc1ccccc1Cl)C(=O)C1CC1	89
COc1ccc(Cc2nn(Cc3nnc(Nc4ccccc4)s3)c(=O)c3c(C)noc23)cc1	69
CC1(C)SC2C(NC(=O)Cc3ccccc3)C(=O)N2C1C(=O)O (stereo unspecified)	106&98
O=c1ccc(=O)n(-c2nc(O)c(N=Nc3ccc([N+](=O)[O-])cc3)s2)[nH]1	97
CCCCCCCCCCCCCCCCOc1cccc(C=O)c1	112
CN1CCN(c2ccc(NC(=O)Nc3ccc4c(ccn4-c4cccc(C(N)=O)n4)c3)cc2C(F)(F)F)CC1	66
COC(=O)[C@@H](C)C[C@H](Cc1ccccc1)NC(=O)c1csc([C@@H](C[C@H](C(C)C)N(C)C(=O)[C@@H](NC(=O)CN(C)C)C2CC2)OC(C)=O)n1	-27*
CC1=C(NCCN2CCCC2)C(=O)c2c(OCc3ccc(C(F)(F)F)cc3)cccc2C1=O	-21*
COS(=O)(=O)CCC(=O)Nc1cc(C(=O)Nc2cc(C(=O)NCCC(=O)NC3C(O)C(O)C(CO)O[C@@H]3O)n(C)c2)n(C)c1 (stereo partly specified)	100
CCOC(=O)c1c(C)nc2c(c1N)/C(=C/c1ccc(OC)cc1)C(=O)N2CCc1ccc(OC)c(OC)c1	77
Cc1[nH][nH]c2nc3nc(=S)sc3c(-c3ccc(Cl)cc3)c12	91
Cc1ccc(/C=C/C(=O)c2ccc(Nc3nc(NCCO)nc(Nc4ccc(Cl)cc4)n3)cc2)cc1	100
O=C(CSc1nnc(-c2ccc3nc(-c4ccccc4)[nH]c3c2)o1)Nc1ccc(C(=O)/C=C/c2ccccc2)cc1	109
CCCNC(=S)NC	113
Cc1nn(-c2ccccc2)c2sc3nc(=O)sc-3cc12	98
COc1cccc2c1c1c(n2CC(=O)NCCN(C)C)-c2ccccc2C1=O	75
Cc1ccc(/C=C2/COC/C(=C\c3ccc(C)cc3)C2=O)cc1	66
C[N+]12CN3CN(CN(C3)C1)C2	142
O=[N+]([O-])c1ccccc1SCl	98

The list goes on.
SMILES	HL-60(TB)
CN1[C@@H]2CC[C@H]1/C(=C\c1ccccc1)C1=C2[C@@H](c2ccccc2)C(C#N)=C(N)O1	60
Cc1[nH]cnc1S(=O)(=O)O	106
CC(CO)(CO)COS(=O)(=O)c1ccccc1	99
CC1=C/C(=N/O)CC(C)(C)C1	97
CC1(c2ccccc2)NC(=O)N(CC(=O)Nc2cccc(I)c2)C1=O (stereo unspecified)	84
Cc1cc(N2CCCC2)nc(Nc2ccc(NC(=O)CCc3ccccc3)cc2)n1	99
Nc1ccc2c(c1)C(=O)c1ccc(Br)cc1-2	82
CC12CCC(=O)C=C1C(O)CC1C2CCC2(C)C(O)CCC12 (stereo unspecified)	101
CC(C)(C(=O)O)C(C)(C)C(=O)O	90
CS(=O)(=O)ON1C(=O)c2ccccc2C1=O	102
O=C(Nc1cccnc1)c1ccc(CSc2ccc(Cl)cc2)o1	76
CCSC(=O)n1ccc(=O)[nH]c1=O	104
CCOC(=O)c1nc(Oc2ccc(NC(=O)Nc3ccc(Cl)c(C(F)(F)F)c3)cc2)c2ccccc2n1	101
COc1ccc(C2C=C(C(=O)O)Nc3nc(N)[nH]c(=O)c32)cc1 (stereo unspecified)	108
c1ccc2c(c1)Nc1ccncc1S2	132
c1ccc(Cn2cc3c(c2-c2ccccc2)CCc2c(CN4CCCC4)noc2-3)cc1	92
O=S(=O)(NCCNc1nccc(-c2c(-c3ccc(F)c(O)c3)nc3occn23)n1)c1ccc(O)cc1	101
CC(=O)Nc1nc(O)c(C=N)s1	119
C=C1C(=O)O[C@H]2[C@H]1CC/C(C(=O)NCCCCCNC(=O)/C1=C/CC[C@@]3(C)O[C@H]3[C@H]3OC(=O)C(=C)[C@@H]3CC1)=C\CC[C@@]1(C)O[C@@H]21	89
COc1cccc2nc(Nc3cccc(NC(=O)c4ccc(N5CCOCC5)c(C(F)(F)F)c4)c3)ccc12	49
CCCCC1CCCCN1C(=O)OC (stereo unspecified)	105
COc1ccc(C2=NN(C(N)=S)C(c3ccc(Cl)cc3)C2)cc1S(N)(=O)=O (stereo unspecified)	104
C/C(=N\Nc1ncc(-c2ccc(Br)cc2)s1)c1cc2ccccc2o1	99
C=CCn1c(C)nc2ccc(Nc3nc(N4CCCC4)nc4ccccc34)cc21	97
O=C(O)c1ccccc1C(=O)c1cccc2c(Br)cccc12	66
O=C(c1ccc2ncc(-c3nc(NC4CC4)ncc3F)n2c1)N1CCOCC1	-30*
C#CC(C)(C)Nc1ccccc1	102
Cc1ccc(S(=O)(=O)OCC2CC=CCC2COS(=O)(=O)c2ccc(C)cc2)cc1 (stereo unspecified)	95
Cc1nn(-c2ccccc2)c2nc(Cl)c(C=O)c(-c3ccccc3)c12	96
NC(=S)N/N=C/c1c[nH]c(=O)[nH]c1=O	100

Of the compounds above, two contain a furan ring, fused or not:
SMILES	HL-60(TB)
O=C(Nc1cccnc1)c1ccc(CSc2ccc(Cl)cc2)o1	76
C/C(=N\Nc1ncc(-c2ccc(Br)cc2)s1)c1cc2ccccc2o1	99

Structural class: the entries above containing a tert-butyl group.
SMILES	HL-60(TB)
CCOC(=O)CC1C(CNC(=O)NC)OC(n2cnc3c(NC(=O)Nc4ccccc4)ncnc32)C1O[Si](C)(C)C(C)(C)C (stereo unspecified)	44
CCOc1cc(C(C)(C)C)ccc1C1=N[C@H](c2ccc(Cl)cc2)[C@H](c2ccc(Cl)cc2)N1C(=O)N1CCN(CC#Cc2cccc3c2CN([C@@H]2CCC(=O)NC2=O)C3=O)CC1	-21*

Continuation:
SMILES	HL-60(TB)
CC(=O)Nc1cc2c3ccccc3ccc2c2ccccc12	98
Cc1ccccc1CC(N)C(=O)O (stereo unspecified)	103
COC(=O)c1cc(O)c(=O)c2c(O)c(O)c(OC)cc2c1	93
COc1ccc2c(c1)CN1C(CCC3c4ccccc4NC31)C2 (stereo unspecified)	88
CCNc1ccccc1	117
C=C1[C@H](OC(=O)C(C)C)[C@@H](OC(C)=O)[C@@H](OC(=O)c2cccnc2)C(C)(C)/C=C/[C@@H](C)C(=O)[C@@]2(O)C[C@H](C)[C@H](OC(=O)CC)[C@@H]2[C@H]1OC(C)=O	109
Cc1ncc(C(=O)Nc2ccc(CN3CCN(C)CC3)c(C(F)(F)F)c2)cc1C#Cc1ccc(N)nc1	18
CC1(C)CC2=C3C=C[C@@H]4[C@@]5(C)CC[C@H](O[C@@H]6O[C@H](CO)[C@@H](O)[C@H](O)[C@H]6O)C(C)(C)[C@@H]5CC[C@@]4(C)[C@]3(C)CC[C@@]2(C(=O)O)CC1=O	67
CC(C)(Cl)CCC1=C(Cl)C(=O)c2ccccc2C1=O	-10*
CC1CC(=O)C2CC1C2(C)C (stereo unspecified)	91
COc1ccc(C(c2cc(OC)c(OC)c(OC)c2)N2CCN(c3ccccc3)CC2)cc1 (stereo unspecified)	67
CC1SC(c2ccc([N+](=O)[O-])cc2)N(NC(=O)CCC(=O)c2nc3ncccc3[nH]2)C1=O (stereo unspecified)	102
Cc1ccc2cccnc2c1N	102
N#Cc1ccc(NC2c3ccccc3CC2O)cc1 (stereo unspecified)	79
Cc1ccccc1-n1nnc(C(=O)Nc2cnc3ccccc3n2)c1C	69

Copied from the list:
HL-60(TB) with CCNc1ccccc1 reads 117
HL-60(TB) with Cc1ncc(C(=O)Nc2ccc(CN3CCN(C)CC3)c(C(F)(F)F)c2)cc1C#Cc1ccc(N)nc1 reads 18
HL-60(TB) with CC(C)(Cl)CCC1=C(Cl)C(=O)c2ccccc2C1=O reads -10*
HL-60(TB) with C=C1[C@H](OC(=O)C(C)C)[C@@H](OC(C)=O)[C@@H](OC(=O)c2cccnc2)C(C)(C)/C=C/[C@@H](C)C(=O)[C@@]2(O)C[C@H](C)[C@H](OC(=O)CC)[C@@H]2[C@H]1OC(C)=O reads 109
HL-60(TB) with Cc1ccc2cccnc2c1N reads 102
HL-60(TB) with CC(=O)Nc1cc2c3ccccc3ccc2c2ccccc12 reads 98
HL-60(TB) with CC1(C)CC2=C3C=C[C@@H]4[C@@]5(C)CC[C@H](O[C@@H]6O[C@H](CO)[C@@H](O)[C@H](O)[C@H]6O)C(C)(C)[C@@H]5CC[C@@]4(C)[C@]3(C)CC[C@@]2(C(=O)O)CC1=O reads 67

Later entries:
SMILES	HL-60(TB)
CC(C)Sc1nc(NNC(N)=O)c(C#N)c(-c2ccc(F)cc2)n1	95
NNC(=O)C(Cc1ccccc1)NC(=O)c1ccccc1[N+](=O)[O-] (stereo unspecified)	106
COC(=O)[C@]12CC[C@@H](C)[C@H](C)[C@@H]1C1=CC[C@@H]3[C@@]4(C)C(C=O)=C[C@@](C)(COC(=O)/C=C/c5ccccc5)[C@@H]4[C@H](O)C[C@@]3(C)[C@]1(C)CC2	-13*
O=C(O)[C@@H]1c2ccccc2-c2ccccc2[C@H]1C(=O)O	91
COc1ccccc1/C=C(\C)C(=O)O	94
O=CN(CCNc1ccccc1)c1ccccc1	94
COc1cc(C2C(C(=O)OCc3ccccc3)=C(C)NC(C)=C2C(=O)OCc2ccccc2)cc(OC)c1OC	5.0*
CCOC(=O)C(C#N)(C(C)CC)C(C)CC (stereo unspecified)	113
CC(=O)OC1CCC(OC(C)=O)CC1 (stereo unspecified)	102
COc1cccc(/C=N/N(C)C)c1O	100
N#Cc1c(-c2ccc(F)cc2)nc(SCc2ccc([N+](=O)[O-])cc2)nc1N1CCNCC1	107
C=CCn1cc(C2C(Cl)C(=O)N2c2ccc(N3CCOCC3=O)cc2)c2ccccc21 (stereo unspecified)	93
O=c1[nH]c(CN2CCCCC2)ccc1O	103
CC1C=C(CO)C(=O)O1 (stereo unspecified)	98
CC1=NN(c2ccc(S(=O)(=O)O)cc2)C(=O)C1N=Nc1ccc(-c2ccc(N=Nc3ccc(OS(=O)(=O)c4ccc(C)cc4)cc3)c(S(=O)(=O)O)c2)cc1 (stereo unspecified)	108
